TDP1 cell CPT – DT40-hTDP1 cell growth loss with CPT | chicken DT40 Tdp1-/-;hTDP1 cells + 20 nM CPT, ATP luminescence, 48 h | Potency, µM (titrated, usually from 46.2 µM), for the others: at the top dose activity change, negative = growth inhibition, actives largely listed as inhibitors | hit rate 12% among 420,000; note: nearly all actives have a fitted effect of over 55% in size
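Chicken DT40 Tdp1-/- cells stably complemented with human TDP1 were seeded at 400 cells/well in medium containing 20 nM camptothecin, exposed to pin-transferred compounds, and grown at 37 °C for at least 48 hr. Viability was read as ATP luminescence.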
FEN1 inhibitor – human FEN1 inhibition | P39748 | Recombinant FEN1 flap cleavage, fluorescence, 15 min | Potency, µM (titrated, usually from 114 µM), without a hit: at the highest dose activity change, negative = inhibition, most hits filed as inhibitors | hit rate 0.35% among 390,000 | AID 588795; note: nearly all actives have a fitted effect of over 65% in size
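Steps: FEN1 (10 nM) dispensed; compound added by pin tool; 15 min at room temperature; substrate added to 50 nM final; reads at 0 min and 15 min; data normalized and fitted (four-parameter Hill).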
GCN5L2 inh – blocks human GCN5L2 histone acetyltransferase | AID 504327 | Potency, µM (highest dose often 58.9 µM), for inactives: top-dose activity change, negative = inhibition, usual class: inhibitors | GCN5L2 HAT assay, ThioGlo1 CoA-SH fluorescence | hit rate 0.21% among 390,000
Target sequence (Q92830 whole entry, looked up): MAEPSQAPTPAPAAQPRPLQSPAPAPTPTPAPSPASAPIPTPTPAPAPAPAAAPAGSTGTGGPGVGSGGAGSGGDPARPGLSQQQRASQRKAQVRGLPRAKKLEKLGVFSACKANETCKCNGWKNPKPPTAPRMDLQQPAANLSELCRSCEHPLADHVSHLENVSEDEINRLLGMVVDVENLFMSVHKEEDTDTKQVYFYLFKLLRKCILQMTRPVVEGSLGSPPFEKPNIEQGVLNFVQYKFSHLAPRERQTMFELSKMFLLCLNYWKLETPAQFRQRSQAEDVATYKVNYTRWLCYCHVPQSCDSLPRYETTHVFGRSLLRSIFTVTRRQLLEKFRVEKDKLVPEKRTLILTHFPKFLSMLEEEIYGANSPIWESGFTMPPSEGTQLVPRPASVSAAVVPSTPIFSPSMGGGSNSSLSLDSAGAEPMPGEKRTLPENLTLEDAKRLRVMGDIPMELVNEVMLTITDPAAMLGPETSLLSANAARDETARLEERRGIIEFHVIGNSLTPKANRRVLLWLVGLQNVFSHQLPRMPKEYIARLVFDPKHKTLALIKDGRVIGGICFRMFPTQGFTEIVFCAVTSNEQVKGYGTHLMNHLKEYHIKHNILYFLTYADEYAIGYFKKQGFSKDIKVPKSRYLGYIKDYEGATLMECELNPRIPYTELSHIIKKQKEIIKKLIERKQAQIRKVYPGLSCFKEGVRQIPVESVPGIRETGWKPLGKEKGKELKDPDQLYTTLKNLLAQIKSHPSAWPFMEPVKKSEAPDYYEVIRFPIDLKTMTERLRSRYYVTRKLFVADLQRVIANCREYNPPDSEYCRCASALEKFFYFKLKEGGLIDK
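Preincubate 20nM GCN5L2 with compound 15 min, RT → add 50uM ThioGlo1 + 75uM H3(1-25) + 70uM acetyl-CoA → read fluorescence 0 and 20 min. Primary qHTS; fluorescent artifacts likely.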
Numbers without * were called inactive; [ ] = remark or other dose. Calls come from the whole dose curve; as a rule, active = well fitted curve in the direction sought with a large enough effect; inconclusive = small, poorly fitted or top-dose-only effect, or another doubt; inactive = no such curve, though single readings can be large; an effect the other way counts as inactive or inconclusive. % is set by controls: 0 for no effect and ±100 for the full control effect; potency is the fitted concentration of half-maximal effect. Only part of the results is shown; the hit share may differ from the screen's.

What do the screens show for `O=c1ccn(Cc2ccccc2)c(SCc2ccccc2)n1`?
TDP1 cell CPT: -4%; FEN1 inhibitor: 1%

What do the screens show for `Cc1ccc(S(=O)(=O)N(C)CC(=O)NNC(=O)Cc2ccccc2F)cc1`?
TDP1 cell CPT: -4%; FEN1 inhibitor: 2%; GCN5L2 inh: -11%

How did CSc1cccc(NC(=O)C2(S(=O)(=O)c3ccc(C)cc3)CC2)c1 do in these assays?
TDP1 cell CPT: 0%; FEN1 inhibitor: -4%; GCN5L2 inh: -12%

How did Cc1ccccc1NC(=O)Cn1c(=O)n(Cc2ccc3c(c2)OCO3)c(=O)c2ccc(C(=O)NC3CCCCC3)cc21 do in these assays?
TDP1 cell CPT: 5.8µM*; FEN1 inhibitor: -5%; GCN5L2 inh: -2%

Results for CC1(C)CC(O)CC(C)(C)N1CC(O)COCc1ccccc1 (stereo unspecified) ?
TDP1 cell CPT: 1%; FEN1 inhibitor: 0%; GCN5L2 inh: -3%

What do the screens show for `COc1ccccc1NC(=O)CCN1CCCCCC1`?
TDP1 cell CPT: -4%; FEN1 inhibitor: -1%; GCN5L2 inh: -3%

How did COc1ccc(/C(N)=N/OC(=O)CSc2ccccc2)cc1 do in these assays?
TDP1 cell CPT: -3%; FEN1 inhibitor: -8%; GCN5L2 inh: 0%

How did COc1ccc(NC(=O)CSc2nnc(Cc3cccn3C)n2-c2ccc(F)cc2)cc1OC do in these assays?
TDP1 cell CPT: -1%; FEN1 inhibitor: -12%; GCN5L2 inh: -9%

Results for O=C(CCCN1C(=O)c2ccccc2C1=O)N1CCc2ccccc2C1 ?
TDP1 cell CPT: -20%; FEN1 inhibitor: -5%; GCN5L2 inh: 2%

How did C=CCN(c1ccc(C(=O)NCCN2CCOCC2)cc1)S(C)(=O)=O do in these assays?
TDP1 cell CPT: 0%; FEN1 inhibitor: -3%; GCN5L2 inh: -6%

Results for C#CC(C)(C)NC(=O)c1cnc(-c2ccccc2)nc1-c1ccccc1 ?
TDP1 cell CPT: -19%; FEN1 inhibitor: 14%; GCN5L2 inh: 3%

What do the screens show for `Cn1c(=O)cc(N2CCc3ccccc32)[nH]c1=O`?
TDP1 cell CPT: -10%; FEN1 inhibitor: -12%; GCN5L2 inh: -16%

Two records drawn at random from those above, as already listed:
Results for O=C(CCCN1C(=O)c2ccccc2C1=O)N1CCc2ccccc2C1 ?
TDP1 cell CPT: -20%; FEN1 inhibitor: -5%; GCN5L2 inh: 2%

What do the screens show for `O=c1ccn(Cc2ccccc2)c(SCc2ccccc2)n1`?
TDP1 cell CPT: -4%; FEN1 inhibitor: 1%

The listing continues:
Results for Cc1ccc(C(=O)CSc2ccccc2C(=O)O)cc1 ?
TDP1 cell CPT: -2%; FEN1 inhibitor: 1%; GCN5L2 inh: -3%

How did CC1(C)COC(=S)N1CCC#N do in these assays?
TDP1 cell CPT: -2%; FEN1 inhibitor: -2%

Results for c1coc(-c2nc3nc4ccccc4nc3n2CC2CCCO2)c1 (stereo unspecified) ?
TDP1 cell CPT: -13%; FEN1 inhibitor: -6%; GCN5L2 inh: 1%[0.501 µM]

How did COC(=O)c1ccc(-n2nnnc2SCC(=O)NCc2cccc(C(=O)O)c2)cc1 do in these assays?
TDP1 cell CPT: 0%; FEN1 inhibitor: 6%; GCN5L2 inh: 0%

Results for COc1ccc(CCNC(=O)CSc2nc3ccccc3nc2Cc2ccc(Cl)cc2)cc1OC ?
TDP1 cell CPT: -25%; FEN1 inhibitor: 14%; GCN5L2 inh: -5%

What do the screens show for `Cc1ccc(SCC2(O)CCN(C(=O)c3ccc(Cl)cc3)CC2)cc1`?
TDP1 cell CPT: inconclusive; FEN1 inhibitor: -20%; GCN5L2 inh: -11%

Results for CCC(C)(C)NC(=O)Cc1ccc(F)cc1 ?
TDP1 cell CPT: 4%; FEN1 inhibitor: -7%; GCN5L2 inh: -13%

Results for COc1cccc(C(=O)C(=O)c2cccc(OC)c2OC)c1OC ?
TDP1 cell CPT: inconclusive; FEN1 inhibitor: -4%

What do the screens show for `C[C@@H]1Nc2ccc(Cl)cc2S(=O)(=O)N1`?
TDP1 cell CPT: 1%; GCN5L2 inh: -8%

Results for CN(C)S(=O)(=O)c1cccc(NC(=O)Cc2ccc(Cl)cc2)c1 ?
TDP1 cell CPT: inconclusive; FEN1 inhibitor: -11%; GCN5L2 inh: -1%

How did CN1OC(Cn2cc(C#N)c(=O)n(C)c2=O)CC1c1ccccc1 (stereo unspecified) do in these assays?
TDP1 cell CPT: 2%; FEN1 inhibitor: 19%; GCN5L2 inh: -6%

Results for COc1ccccc1CCNS(=O)(=O)c1ccc(C(=O)O)n1C ?
TDP1 cell CPT: 8%; FEN1 inhibitor: 5%; GCN5L2 inh: -9%

Molecules from the list above with a Cl atom:
Results for COc1ccc(CCNC(=O)CSc2nc3ccccc3nc2Cc2ccc(Cl)cc2)cc1OC ?
TDP1 cell CPT: -25%; FEN1 inhibitor: 14%; GCN5L2 inh: -5%

What do the screens show for `Cc1ccc(SCC2(O)CCN(C(=O)c3ccc(Cl)cc3)CC2)cc1`?
TDP1 cell CPT: inconclusive; FEN1 inhibitor: -20%; GCN5L2 inh: -11%

What do the screens show for `C[C@@H]1Nc2ccc(Cl)cc2S(=O)(=O)N1`?
TDP1 cell CPT: 1%; GCN5L2 inh: -8%

Results for CN(C)S(=O)(=O)c1cccc(NC(=O)Cc2ccc(Cl)cc2)c1 ?
TDP1 cell CPT: inconclusive; FEN1 inhibitor: -11%; GCN5L2 inh: -1%

Further entries:
Results for O=S(=O)(NCc1ccccn1)c1ccccc1 ?
TDP1 cell CPT: 10%; FEN1 inhibitor: 9%; GCN5L2 inh: -3%

What do the screens show for `O=C(NCc1ccc(Cl)cc1)NCc1ccc(Cl)cc1`?
TDP1 cell CPT: -7%; FEN1 inhibitor: 0%; GCN5L2 inh: -5%

Results for CC1=C(c2ccc(C)cc2)S(=O)(=O)NC1=NCCCN1CCN(c2ccc(F)cc2)CC1 ?
TDP1 cell CPT: 15µM*; FEN1 inhibitor: 0%; GCN5L2 inh: -5%

How did COc1cc(C(=O)N2CCC(NC(=O)C(Cc3ccc(C(C)C)cc3)NC(C)=O)CC2)cc(OC)c1OC (stereo unspecified) do in these assays?
TDP1 cell CPT: -10%; FEN1 inhibitor: -3%; GCN5L2 inh: 25%

What do the screens show for `N#Cc1cc2c(=O)n3ccccc3nc2n(-c2ccc(Cl)cc2)c1=O`?
TDP1 cell CPT: -21%; FEN1 inhibitor: 4%; GCN5L2 inh: -7%

What do the screens show for `CCn1c(SCC(=O)OCC(=O)N2c3ccccc3NC(=O)C2(C)C)nnc1-c1ccco1`?
TDP1 cell CPT: -12%; FEN1 inhibitor: -4%; GCN5L2 inh: -7%

What do the screens show for `CC1C(=O)N2CCCc3cc(S(=O)(=O)N4CCCCC4)cc1c32` (stereo unspecified)?
TDP1 cell CPT: 3%; FEN1 inhibitor: 3%; GCN5L2 inh: 2%

How did O=C(NCc1cccs1)C(Cc1ccccc1)n1cccc1 (stereo unspecified) do in these assays?
TDP1 cell CPT: -6%; FEN1 inhibitor: 10%; GCN5L2 inh: 1%

Results for Cc1cc(C(=O)COC(=O)c2ccc(O)cc2)c(C)n1CC1CCCO1 (stereo unspecified) ?
TDP1 cell CPT: 11%; FEN1 inhibitor: -5%; GCN5L2 inh: 4%

What do the screens show for `O=C(CSc1nnc(Cc2cccs2)n1C1CCCCC1)N1CCCc2ccccc21`?
TDP1 cell CPT: inconclusive; FEN1 inhibitor: -6%; GCN5L2 inh: -2%

Results for Cn1nnnc1SCc1nc2ccccc2s1 ?
TDP1 cell CPT: -1%; FEN1 inhibitor: 0%; GCN5L2 inh: -3%

Results for CCN(C(=O)CSc1nnc(-c2c[nH]c3ccccc23)n1C1CC1)C1CCS(=O)(=O)C1 (stereo unspecified) ?
TDP1 cell CPT: 7%; FEN1 inhibitor: -2%; GCN5L2 inh: -5%

Results for CCOC(=O)N1CCN(c2nc(-c3ccc(F)cc3)cs2)CC1 ?
TDP1 cell CPT: -16%; FEN1 inhibitor: -19%; GCN5L2 inh: -4%

How did Nc1nnc(C(=O)c2ccccc2N)s1 do in these assays?
TDP1 cell CPT: -2%; FEN1 inhibitor: -6%

What do the screens show for `Cc1cccc(N2CCN(C(=O)CCCn3c(=O)c4cccn4c4cccnc43)CC2)c1C`?
TDP1 cell CPT: inconclusive; FEN1 inhibitor: -21%; GCN5L2 inh: -15%

How did COC(=O)CSc1nnc(CNC(=O)Cc2ccccc2)n1C do in these assays?
TDP1 cell CPT: -25%; FEN1 inhibitor: 8%; GCN5L2 inh: 0%

How did COc1cc(C2C(=O)N(C3CCCCC3)CC(=O)N2CCC2=CCCCC2)ccc1OC(C)C (stereo unspecified) do in these assays?
TDP1 cell CPT: -15%; FEN1 inhibitor: 10%; GCN5L2 inh: 1%

What do the screens show for `CCCc1nc2ccccc2c(=O)n1CC(=O)c1ccc(OC)cc1`?
TDP1 cell CPT: -10%; FEN1 inhibitor: inconclusive; GCN5L2 inh: -6%

What do the screens show for `CCc1noc(C)c1C(=O)N1CCCSC1=Nc1ccccc1Cl`?
TDP1 cell CPT: -24%; FEN1 inhibitor: 0%; GCN5L2 inh: -29%

What do the screens show for `CCCCN(CCCC)C(=O)CSc1nnc(-c2cc(OC)c(OC)c(OC)c2)o1`?
TDP1 cell CPT: 18µM*; FEN1 inhibitor: -6%; GCN5L2 inh: -16%

What do the screens show for `CCOC(=O)c1cc(-c2ccc(C)cc2)n(CCC(=O)NCCN(C)C)c1C`?
TDP1 cell CPT: inconclusive; FEN1 inhibitor: 16%; GCN5L2 inh: -7%

Results for CC1(C)Oc2ccc3ccc(=O)oc3c2/C(=C/Nc2cccc(O)c2)C1=O ?
TDP1 cell CPT: inconclusive; FEN1 inhibitor: -35%; GCN5L2 inh: -17%

Results for COC(=O)C1CCN(C(=O)COC(=O)CNS(=O)(=O)c2ccc(SC)c([N+](=O)[O-])c2)CC1 ?
TDP1 cell CPT: -20%; FEN1 inhibitor: -10%; GCN5L2 inh: -6%

What do the screens show for `CCCCN1CC(=O)N2[C@H]3c4ccc(OC)cc4OC[C@@H]3[C@H](c3ccccc3)[C@]2(C)C1=O`?
TDP1 cell CPT: inconclusive; FEN1 inhibitor: 1%; GCN5L2 inh: -6%

Results for C=C1N(CCCCCC(=O)O)C(=O)OC12CCCCC2 ?
TDP1 cell CPT: 14%; FEN1 inhibitor: -2%; GCN5L2 inh: -7%

What do the screens show for `Cc1cc(NC(=O)CCC(=O)N(c2ccc(F)cc2)C(C(=O)NC2CCCC2)c2ccncc2)no1` (stereo unspecified)?
TDP1 cell CPT: -7%; FEN1 inhibitor: 10%; GCN5L2 inh: 2%

What do the screens show for `Oc1oc(-c2ccccc2Br)nc1C=Nc1ccc(Br)cn1`?
TDP1 cell CPT: inconclusive; FEN1 inhibitor: -2%; GCN5L2 inh: -9%

What do the screens show for `CC(CC(=O)NCc1ccco1)S(=O)(=O)c1ccc2c(c1)CCN2C(=O)C1CC1` (stereo unspecified)?
TDP1 cell CPT: 18µM*; FEN1 inhibitor: 19%; GCN5L2 inh: -2%

What do the screens show for `CCOC(=O)c1c(/N=C/C2=C(O)CC(C)(C)CC2=O)sc(C(C)=O)c1C`?
TDP1 cell CPT: -3%; FEN1 inhibitor: 8%; GCN5L2 inh: -1%

Results for COc1cnc(-c2ccccc2)nc1Sc1ccccc1 ?
TDP1 cell CPT: 0%; FEN1 inhibitor: -11%; GCN5L2 inh: -7%

Results for FC(F)(F)c1cc(-c2ccco2)nc(N2CCN(Cc3ccccc3)CC2)n1 ?
TDP1 cell CPT: inconclusive; FEN1 inhibitor: inconclusive; GCN5L2 inh: -14%

Results for Cc1ccc2nc3ccc(N4CCCC4)nn3c(=O)c2c1 ?
TDP1 cell CPT: -3%; FEN1 inhibitor: -23%; GCN5L2 inh: -1%

Results for CN(C)S(=O)(=O)c1ccc(C(=O)NCCS(=O)(=O)N2CCN(c3ccc(F)cc3)CC2)cc1 ?
TDP1 cell CPT: -18%; FEN1 inhibitor: -4%; GCN5L2 inh: -6%

Results for CCCC(=O)Nc1ccc(-c2csc(N/N=C\c3ccncc3)n2)cc1 ?
TDP1 cell CPT: 10µM*; FEN1 inhibitor: 3%; GCN5L2 inh: -17%

How did O=C(NCCS(=O)(=O)N1CCN(c2ccc(F)cc2)CC1)C1CC(=O)N(c2ccc(F)cc2)C1 (stereo unspecified) do in these assays?
TDP1 cell CPT: 4%; FEN1 inhibitor: 18%; GCN5L2 inh: -5%

How did CNC(=O)c1cc(NC(=O)CCn2nc(-c3ccc(C)cc3)c3ccccc3c2=O)ccc1OC do in these assays?
TDP1 cell CPT: inconclusive; FEN1 inhibitor: -6%; GCN5L2 inh: 0%

How did CCOc1ccc(-n2nnnc2SCC(=O)Nc2ccc(NC(C)=O)cc2)cc1 do in these assays?
TDP1 cell CPT: -27%; FEN1 inhibitor: 5%; GCN5L2 inh: -5%
